TAAR1 agonist = human TAAR1 agonists, primary screen, Fluo-8 calcium fluorescence, CHO RD-HGA16 cells. Trace amine-associated receptor 1 (Homo sapiens), Q96RJ0. vehicle wells 0%, saturating PEA agonist 100%. activation, % at 3 µM. actives 0.99% (n = 360,000). AID 624467, 2012;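 active = activation above the mean activation of all test compounds in the run plus 3 SD, cut at about 38% in these data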
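Assay system: CHO-derived RD-HGA16 cells with stable Gα16 and human TAAR1; timing: 17-24 h seeding, 75 min 37 °C dye, 30 min RT; read-out: % activation from peak over basal fluorescence ratio, DMSO-to-PEA scaled; measured by: kinetic Fluo-8 calcium fluorescence; benchmarks: low control DMSO, high control PEA (EC100); doses: 3 µM single concentration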
M1 ag = human M1 muscarinic receptor agonists, primary screen, Fluo-8 calcium fluorescence, CHO-K1 cells, HTS; Muscarinic acetylcholine receptor M1 (Homo sapiens), P11229; CHO-K1 hM1, agonist mode; 0% DMSO, 100% acetylcholine EC100; activation, % at 3 µM; actives 0.33% (n = 360,000); AID 588814, 2011;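 active = activation above the run's mean compound activation plus 3 SD, cut at about 16% in these data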;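 note: peak over basal fluorescence ratio within a 140 s kinetic read after compound addition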
CHRM1 PAM = human M1 muscarinic receptor positive allosteric modulators, primary screen, CHO-K1 cells, Fluo-8 calcium fluorescence, 1536-well. Muscarinic acetylcholine receptor M1 (Homo sapiens), P11229. actives 0.088% (n = 360,000). activation, % at 3 µM. CHO-K1 hM1, ACh EC20; 0% = ACh EC20, 100% = maximal ACh; in the data active = activation above about 19%, passing the limit was not always enough
CHRM1 antagonist = human M1 muscarinic receptor antagonists, primary screen, CHO-K1 cells, Fluo-8 calcium fluorescence, 1536-well; actives 1.3% (n = 360,000); Muscarinic acetylcholine receptor M1 (Homo sapiens), P11229; CHO-K1 hM1, ACh EC80 antagonist; inhibition, % at 3 µM;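 active = percent inhibition above its own plate's cutoff, namely the mean of that plate's compound wells plus 3 SD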;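 note: peak over basal fluorescence ratio during 140 s after agonist addition; 0% = ACh EC80 plus DMSO and 100% = DMSO alone without agonist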
CHRM5 PAM = human M5 muscarinic receptor positive allosteric modulators, primary screen, CHO-K1 cells, Fluo-8 calcium fluorescence. CHO-K1 hM5, ACh EC20 PAM; 0% = ACh EC20, 100% = ACh EC100. activation, % at 3 µM. actives 0.3% (n = 360,000). AID 624038, 2012;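 active = activation above the run cutoff, the mean activation of all test compounds plus 3 SD, cut at about 18% in these data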
Target sequence (P08912 whole entry, looked up): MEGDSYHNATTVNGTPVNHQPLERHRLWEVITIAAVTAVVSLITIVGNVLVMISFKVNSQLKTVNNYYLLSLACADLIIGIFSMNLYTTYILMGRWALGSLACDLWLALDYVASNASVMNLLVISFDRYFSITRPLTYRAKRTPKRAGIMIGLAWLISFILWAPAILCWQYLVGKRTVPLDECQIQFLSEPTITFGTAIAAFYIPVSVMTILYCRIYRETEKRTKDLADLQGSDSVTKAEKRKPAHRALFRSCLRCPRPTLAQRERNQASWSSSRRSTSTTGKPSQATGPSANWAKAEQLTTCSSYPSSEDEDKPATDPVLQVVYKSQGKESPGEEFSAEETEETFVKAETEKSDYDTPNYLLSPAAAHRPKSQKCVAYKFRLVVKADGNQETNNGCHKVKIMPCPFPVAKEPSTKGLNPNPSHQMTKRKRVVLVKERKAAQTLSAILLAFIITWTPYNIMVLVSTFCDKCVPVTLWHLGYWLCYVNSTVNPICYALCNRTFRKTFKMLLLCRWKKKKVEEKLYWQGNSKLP
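Assay system: CHO-K1 hM5 cells. Also added: acetylcholine at EC20 concentration, added after compound. Dosing: 3 µM, single dose. Times: compound preincubation 140 s before EC20 acetylcholine addition. Signal: Fluo-8 calcium fluorescence. Measure: % activation relative to EC20 and EC100 ACh responses. Repeats: singlicate, one well per test compound.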
M4 ag = human M4 muscarinic receptor agonists, primary screen, CHO-K1 cells, Fluo-8 calcium fluorescence. Muscarinic acetylcholine receptor M4 (Homo sapiens), P08173. CHO-K1 hM4/Gqi5; vehicle 0%, full acetylcholine response 100%. actives 0.14% (n = 360,000). activation, % at 3 µM;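 active = activation above the run mean over all test wells plus 3 SD, cut at about 32% in these data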;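 note: peak over basal fluorescence ratio per well then scaled between controls; 0% = DMSO wells and 100% = acetylcholine at EC100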
Target sequence (P08173 whole entry, looked up): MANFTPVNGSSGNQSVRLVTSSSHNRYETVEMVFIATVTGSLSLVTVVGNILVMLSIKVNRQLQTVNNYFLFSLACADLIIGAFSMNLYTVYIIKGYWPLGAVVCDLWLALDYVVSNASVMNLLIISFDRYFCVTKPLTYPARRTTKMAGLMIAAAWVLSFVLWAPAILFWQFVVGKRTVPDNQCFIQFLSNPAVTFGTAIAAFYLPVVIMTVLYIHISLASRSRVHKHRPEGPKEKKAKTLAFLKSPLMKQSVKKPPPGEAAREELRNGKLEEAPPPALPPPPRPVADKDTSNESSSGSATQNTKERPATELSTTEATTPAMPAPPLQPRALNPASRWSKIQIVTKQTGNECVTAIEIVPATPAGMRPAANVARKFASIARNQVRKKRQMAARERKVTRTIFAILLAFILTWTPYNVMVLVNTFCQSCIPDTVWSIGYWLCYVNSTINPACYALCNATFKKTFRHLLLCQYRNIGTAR
CHRM5 antagonist = human M5 muscarinic receptor antagonists, primary screen, CHO cells, Fluo-8 calcium fluorescence | AID 624040, 2012 | CHO-hM5 cells, ACh EC80 | actives 0.59% (n = 360,000) | Muscarinic acetylcholine receptor M5 (Homo sapiens), P08912 | inhibition, % at 3 µM;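 active = inhibition above a per-plate cutoff, the mean of that plate's test compounds plus 3 SD, cut at about 27% in these data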;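 note: 0% = acetylcholine EC80 with DMSO and 100% = DMSO without agonist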
M5 ag = human M5 muscarinic receptor agonists, primary screen, CHO-K1 cells, Fluo-8 calcium fluorescence; Muscarinic acetylcholine receptor M5 (Homo sapiens), P08912; CHO-K1 hM5 cells; 0% DMSO wells, 100% maximal acetylcholine response; activation, % at 3 µM; actives 0.19% (n = 360,000);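 active = activation above the run's mean over test compounds plus 3 SD, cut at about 23% in these data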;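 note: signal is peak over basal fluorescence ratio across the kinetic read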
CHRM4 antagonist = human M4 muscarinic receptor antagonists, primary screen, CHO cells, Fluo-8 calcium fluorescence | Muscarinic acetylcholine receptor M4 (Homo sapiens), P08173 | AID 624125, 2012 | actives 0.73% (n = 360,000) | CHO-hM4 cells, ACh EC80 | inhibition, % at 3 µM;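 active = inhibition above its plate's cutoff, the mean inhibition of sample wells plus 3 SD, cut at about 27% in these data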;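 note: 0% = acetylcholine EC80 with DMSO and 100% = DMSO without agonist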
The depositor's hits bear a star; . = not tested or not shown.

SMILES | TAAR1 agonist | M1 ag | CHRM1 PAM | CHRM1 antagonist | CHRM5 PAM | M4 ag | CHRM5 antagonist | M5 ag | CHRM4 antagonist
COc1cccc2c1c(NC(=O)Nc1ccc(F)cc1F)nn2C | 0 | -5 | 7 | -9 | -4 | 0 | 16 | -3 | 4
Nc1cc[n+](CC(=O)Nc2ccccc2)cc1 | 1 | -15 | 4 | -4 | 5 | 0 | 4 | -9 | 1
Cc1c(Br)c([N+](=O)[O-])nn1CC(=O)Nc1ccc2nc3n(c(=O)c2c1)CCCC3 | 2 | -14 | 0 | -4 | -2 | 3 | 8 | -6 | -9
Cc1nn(C)c(=O)n1-c1ccccc1 | 1 | -3 | -5 | 11 | -6 | 7 | 12 | 2 | -4
O/N=C/c1ccnc(SCc2ccc(Cl)cc2)n1 | 3 | -2 | 1 | 2 | -18 | 11 | 6 | 0 | 7
Cc1cc(C)nc(NC(=O)Cc2ccc(Cl)cc2)c1 | 1 | -9 | 5 | -10 | 1 | -1 | -1 | -6 | -2
CCn1c(CC(=O)Nc2ccccc2C)nnc1SCC(=O)NC1=NCCS1 | -3 | -2 | 7 | -8 | 0 | . | 4 | 1 | -4
CC1CCCN(C(=O)c2cc(S(=O)(=O)N3CCCCC3)c[nH]2)C1 (stereo not drawn) | 7 | -2 | 2 | 2 | -5 | 2 | 3 | 4 | -5
O=S(=O)(NCCc1csc(-c2cccnc2)n1)c1ccc(Cl)s1 | 17 | -5 | -13 | 6 | -13 | 14 | 7 | 8 | -7
CN(C(=O)c1ccc(NC(=O)C2CCCN(C(=O)OC(C)(C)C)C2)cc1)C1CCCCC1 (stereo not drawn) | 15 | -4 | 1 | 3 | -5 | 6 | 15 | 4 | -3
COc1ccccc1-c1nnn(C/C(N)=N/O)n1 | 10 | -3 | 4 | -7 | -5 | 0 | 1 | 2 | 0
O=C(CCS(=O)(=O)c1ccccc1)Nc1ccc(-c2nc3ccccc3s2)cc1 | 5 | -5 | 6 | -1 | -1 | 3 | 7 | -1 | 1
CCN(C[C@H]1N[C@@](C)(C(=O)OC)[C@H]2C(=O)N(Cc3ccccc3)C(=O)[C@@H]12)S(=O)(=O)c1ccc(F)cc1 | 1 | -2 | 7 | -8 | 5 | 3 | -5 | -1 | -7
CCOC(=O)C(C)Oc1cccc2c(=O)n(CC(=O)NCCc3ccccc3)ccc12 (stereo not drawn) | 0 | -2 | 3 | -5 | 2 | 2 | -1 | -2 | 2
CC(=O)Nc1ccc(OCCOc2ccc(/C=C3/C(=N)N4C=CSC4=NC3=O)cc2)cc1 | 7 | -4 | 9 | -12 | -5 | 3 | -1 | -2 | 2
ClC1(Cl)CC1Cn1c(C2CC2)nc2ccccc21 (stereo not drawn) | 3 | -3 | 0 | -6 | -5 | 1 | 4 | -2 | 3
CCc1c(C(=O)NNC(=O)Nc2ccc3c(c2)OCO3)csc1C | 1 | -3 | 0 | -6 | -1 | 1 | 13 | 1 | -1
Cc1occc1C(=O)NN1C(=O)C2C3CCC(O3)C2C1=O (stereo not drawn) | -1 | -1 | 6 | -11 | 3 | 1 | -3 | 0 | 10
CC(=O)CC1c2cc(F)ccc2C=C(c2ccsc2)N1c1ccc(C#Cc2cncn2C)cc1 (stereo not drawn) | 3 | . | . | . | -2 | -1 | -2 | -2 | 0
O=C(CCc1ccccc1)NNc1ccc(F)cc1 | 0 | 5 | 8 | -5 | 1 | 0 | 9 | 0 | -4
COc1ccc2c(CC(=O)N3CCc4ccccc43)coc2c1 | 3 | -4 | -2 | 2 | 0 | 1 | -1 | -2 | 1
Cc1ccccc1NC(=O)CSc1ccc2nnc(-c3ccccn3)n2n1 | 3 | 0 | 7 | -6 | 0 | 1 | 0 | -2 | -10
COc1cccc(-n2c(SCC(=O)NCC3CCCO3)nc3c(c2=O)SCC3)c1 (stereo not drawn) | 2 | -3 | 3 | -9 | -7 | -1 | 21 | -5 | 9
O=[N+]([O-])c1ccc(CN2CCSCC2)cc1 | 0 | 2 | 16 | -15 | 22* | 1 | -11 | 2 | -12
COc1ccccc1N(CC(=O)Nc1cc(C)on1)S(=O)(=O)c1ccc(Cl)cc1 | 5 | -4 | 4 | -9 | -2 | 2 | 1 | -5 | -10
CC(=O)c1cnc(-c2ccccn2)s1 | 2 | -2 | 3 | 7 | 3 | 1 | 6 | -1 | -2
CCC(C)c1ccc(-c2cc(C(=O)OCC(=O)Nc3cc(C)on3)c3ccccc3n2)cc1 (stereo not drawn) | 4 | -3 | 6 | 2 | 2 | 1 | 0 | -1 | -1
Cc1nnc(N2CCOCC2)c2nn(-c3ccccc3)c(C)c12 | 1 | -12 | -18 | 10 | 1 | -1 | 2 | -8 | 6
CC(=O)NC(c1cccs1)c1cc(Br)c2cccnc2c1O (stereo not drawn) | 4 | -6 | 7 | -13 | 4 | 0 | -4 | 2 | 0
O=C(O)c1ccc(Oc2cc(Oc3ccc(C(=O)O)cc3)cc([N+](=O)[O-])c2)cc1 | 1 | -8 | 2 | 4 | 12 | 0 | -10 | 1 | 4
O=c1c(-c2cccnc2)nc2ccccc2n1C(c1ccccn1)c1nc2ccccc2[nH]1 (stereo not drawn) | 2 | . | . | . | 0 | 0 | 3 | 2 | -9
CN1Cc2c(N3CCOCC3)nc3sc(C#N)c(N)c3c2CC1(C)C | 2 | -9 | -10 | 9 | -2 | 2 | 7 | -21 | -3
Cc1ccc2oc(=O)n(CC(=O)OCCC(C)C)c2c1 | -1 | -5 | 11 | -22 | 4 | -1 | 8 | -8 | -2
COc1ccccc1N1CCN(C(=O)c2cc(C(C)(C)C)oc2C)CC1 | -1 | -2 | 3 | -5 | -4 | 3 | 13 | 1 | -9
O=C(COC(=O)c1ccc2c(c1[N+](=O)[O-])C(=O)c1ccccc1C2=O)NC1CC1 | 3 | -9 | 12 | -4 | -12 | 6 | 13 | -4 | -2
CCCOC(=O)c1ccc(Oc2c(-c3ccc(O)cc3O)n[nH]c2C)cc1 | 15 | -3 | 2 | -1 | 5 | 3 | -6 | 1 | -8
NC(=O)c1cccnc1Oc1ccc(Cl)cc1Cl | 5 | 4 | 22 | -10 | 3 | 0 | 2 | 7 | 0
COc1cc(-c2nnc(SCC#CCO)o2)cc(OC)c1OC | 3 | -5 | 3 | -4 | 0 | 1 | -5 | 0 | 9
Cc1cc(C)n2nc(SCC(=O)N3CCC(C(=O)O)CC3)nc2n1 | 1 | -1 | 16 | -15 | 6 | 1 | 12 | 2 | -6
CNC(=O)COC(=O)/C=C/c1ccco1 | 13 | 0 | 2 | 0 | 1 | 0 | -7 | -2 | -6

Three compounds out of the list above, ordered by their value in CHRM5 PAM, rising:
Structure,CHRM5 PAM
COc1ccccc1-c1nnn(C/C(N)=N/O)n1,-5
COc1ccccc1N(CC(=O)Nc1cc(C)on1)S(=O)(=O)c1ccc(Cl)cc1,-2
CCN(C[C@H]1N[C@@](C)(C(=O)OC)[C@H]2C(=O)N(Cc3ccccc3)C(=O)[C@@H]12)S(=O)(=O)c1ccc(F)cc1,5

Some values from above.
Reading of COc1ccccc1N1CCN(C(=O)c2cc(C(C)(C)C)oc2C)CC1 under CHRM5 PAM: -4
Reading of O=C(O)c1ccc(Oc2cc(Oc3ccc(C(=O)O)cc3)cc([N+](=O)[O-])c2)cc1 under M1 ag: -8

Continued:
SMILES | TAAR1 agonist | M1 ag | CHRM1 PAM | CHRM1 antagonist | CHRM5 PAM | M4 ag | CHRM5 antagonist | M5 ag | CHRM4 antagonist
CCc1nc(SCC(=O)NCCc2ccccc2)c2c(=O)n(C)c(=O)n(C)c2n1 | 4 | -3 | 10 | -6 | 2 | 0 | 4 | -1 | 3
COC(=O)C1CCN(c2cnccn2)CC1 | 1 | -2 | 4 | -2 | 0 | 1 | 22 | 4 | 5
Cc1cccc2c1OCC/C2=N\NC(=O)COc1ccccc1Cl | 7 | -1 | 1 | -6 | 0 | 4 | -10 | 0 | -10
CCN(CC(=O)NCc1ccc(F)cc1)CC(=O)Nc1ccccc1-c1ccccc1 | 2 | -1 | 4 | -4 | 6 | 11 | 3 | 4 | -7
O=C(COC(=O)C1CC1)Nc1ccc(S(=O)(=O)N2CCOCC2)cc1 | 4 | -2 | 8 | -14 | 6 | 0 | 14 | 1 | -7
CN1OC[C@@H]2CN(Cc3cc(Cl)cc(Cl)c3)[C@H](c3cccc(Br)c3)C[C@@H]21 | -1 | -4 | -3 | -2 | -6 | -1 | 0 | 1 | 0
CC(C)(C)OC(=O)N[C@H](C(=O)OC(C)(C)C)c1ccc2ccccc2c1 | 3 | 2 | 9 | 4 | 8 | 1 | 4 | 3 | -11
CN(C)/C=N/c1c(C#N)nnn1Cc1ccccc1 | 6 | -3 | 5 | -30 | -1 | 1 | 1 | -5 | 3
COc1cc(C(=O)OCCCN2CCOCC2)ccc1O | 7 | -7 | 0 | 1 | 9 | 2 | -2 | 3 | 2
COc1ccccc1-c1noc2c1C(=O)N(Cc1cn(-c3ccccc3)nn1)CC2 | 5 | -7 | -9 | -10 | -8 | 13 | 0 | -1 | -28
CCN(CC)C(=O)c1cccc(-c2csc(C(NC(C)=O)c3ccccc3)n2)c1 (stereo not drawn) | 1 | -2 | 3 | -8 | -6 | 2 | -2 | -2 | -15
O=C(C/C=N/OCc1ccccc1F)c1cnc(-c2ccc(Cl)cc2)s1 | 2 | -2 | 1 | -14 | -2 | 0 | -6 | 1 | -9
Cc1ccc(S(=O)(=O)N(C)C[C@@H]2Oc3ccc(NS(=O)(=O)c4ccccc4)cc3CC(=O)N([C@@H](C)CO)C[C@H]2C)cc1 | 2 | -11 | -2 | 7 | -1 | -1 | 12 | -3 | -3
CC1(c2ccc3c(c2)OCCCO3)NC(=O)N(CC(=O)NCCc2ccccc2)C1=O (stereo not drawn) | 4 | -4 | 5 | -4 | 10 | 2 | 10 | 2 | 0
NC(=O)c1ccsc1NC(=O)c1ccco1 | -1 | -4 | 7 | -12 | 1 | 0 | 1 | 0 | 1
CC(CCc1ccccc1)NC(=O)C(=O)NCc1ccccc1 (stereo not drawn) | 3 | -2 | 10 | -7 | 1 | 0 | 1 | -1 | -6
CCOc1ccccc1NC(=O)C1C2CCC3C(CCC21)C3(Cl)Cl (stereo not drawn) | 1 | -7 | 4 | -3 | 4 | 0 | -1 | 3 | -5

Assay outcomes from PubChem.

Some of the compounds tested; the hit share may differ from the screen's.
